# Assay outcomes as filed in PubChem BioAssay.
# IDE cell activ: IDE (human) activation, cell-based. HEK cells, FAbeta-B cleavage, fluorescence polarization; 0% vehicle, 100% cell-free pure enzyme wells. activation, % at 5.96 µM. 340,000 compounds, 0.073% hits;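 active = activation above the mean of all tested compounds plus 3 SD, set per screening campaign, cut at about 17% in these data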
# GPR7 antag: antagonists of human GPR7 (neuropeptides B/W receptor 1) | GPR7-expressing cells, fluorescence antagonist assay | inhibition, % at 4.4 µM | 290,000 compounds, 1.1% hits; in the data active = inhibition above about 16%, passing the limit was not always enough;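 also: cells stimulated with the agonist NPW; 0% = agonist with vehicle and 100% = vehicle without agonist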
# PHOSPHO1 inh: inhibitors of human PHOSPHO1 phosphatase. Q8TCT1. recombinant PHOSPHO1, absorbance phosphatase assay. inhibition, % at 13.3 µM. 290,000 compounds, 1.1% hits. AID 1565; in the data active = inhibition above about 60%
# p-CIP stab down: lowers stability of the mouse p/CIP coactivator protein; Q05BA5; F442A p/CIP-EGFP cells, EGFP fluorescence, 16 h; decrease of EGFP signal, % at 10 µM; 290,000 compounds, 0.01% hits; AID 1984;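 active = EGFP signal decrease of at least 30% at 10 µM or well 3 SD below plate mean, unless failing retest; inactive = the rest, including hits failing retest or dose response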; also: some compounds called inactive have numbers as strong as hits; many of its hits are not listed in these tables
# IMP-1 inhibitor: blocks Pseudomonas aeruginosa IMP-1 metallo-beta-lactamase. purified IMP-1, nitrocefin hydrolysis, epi-absorbance fluorescence. inhibition, % at 5.6 µM. 290,000 compounds, 0.45% hits. AID 1556;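 active = inhibition above the mean plus 3 SD of all compounds in the same screening run, cut at about 4.5% in these data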;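 also: 0% = IMP-1 with DMSO and 100% = DMSO wells lacking enzyme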
#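 System: Purified recombinant IMP-1 metallo-beta-lactamase enzyme | Measured by: Fluorescence quenching readout, ex 480/em 530 nm | Replication: Singlicate | Incubation: 15 min preincubation plus 25 min reaction at 25 °C | Evaluation: Percent inhibition from optical density relative to buffer-blank wells | Benchmarks: DMSO with and without IMP-1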
# IDE cell inh: inhibitors of human insulin-degrading enzyme in cells. inhibition, % at 5.59 µM. P14735. 320,000 compounds, 0.41% hits. HEK cells, FAbetaB cleavage, fluorescence polarization;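 active = percent inhibition above the average of all tested compounds plus 3 SD, set per screening campaign, cut at about 16% in these data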;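 also: IDE supplied by intact live HEK cells; FP after avidin binding of uncleaved biotin substrate so inhibition keeps polarization high; 0% = DMSO wells and 100% = 60 µM reference IDE inhibitor Ii1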
# PfM18AAP inh: PfM18AAP enzyme inhibition | 290,000 compounds, 1.2% hits | inhibition, % at 7.35 µM | AID 1822 | recombinant PfM18AAP, H-Glu-NHMec fluorogenic cleavage;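 active = inhibition above the campaign mean inhibition over all tested compounds plus 3 SD, cut at about 28% in these data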;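 also: 0% = plate median of test compound wells and 100% = 2 mM ZnCl2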
# VIM-2 inh: inhibitors of Pseudomonas aeruginosa VIM-2 metallo-beta-lactamase; purified VIM-2, nitrocefin hydrolysis, epi-absorbance fluorescence; inhibition, % at 5.6 µM; 290,000 compounds, 0.89% hits; AID 1527;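 active = inhibition above the mean of all tested compounds plus 3 SD, cutoff set per screening run, cut at about 7.5% in these data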;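 also: red hydrolysis product quenches plate fluorescence so inhibitors raise well fluorescence; 0% = enzyme with DMSO and 100% = DMSO without enzyme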
# NALP1 inh: blocks the NALP1 inflammasome reconstituted in yeast; AID 2071; S. cerevisiae NALP1/ASC/caspase-1 growth, X-gal OD620, 72 h; 280,000 compounds, 0.61% hits; inhibition, % at 10 µM; in the data active = inhibition mostly above about 24%, no sharp cut-off; inactive = mostly below about 32%; also: some compounds called inactive have numbers as strong as hits
# Starred values were filed as active, the others as inactive; x = not tested or not shown.
item	SMILES	IDE cell activ	GPR7 antag	PHOSPHO1 inh	p-CIP stab down	IMP-1 inhibitor	IDE cell inh	PfM18AAP inh	VIM-2 inh	NALP1 inh
1	Nc1nc(N2CCCCC2)nc(N2CCCCC2)n1	0	-10	-86	-4	-3.2	2	-1	-3.1	5
2	NC(=O)c1ccccc1NC(=O)Nc1cccc2ccccc12	1	-17	-26	9	-0.3	-2	3	-3.5	33
3	O=S(=O)(c1ccccc1)N1CCCc2ccccc21	x	-12	x	-1	1.1	2	-10	1.2	-56
4	COc1ccc(N/C=C\C(=O)c2ccc3ccccc3c2)cc1	-8	2	46	-15	-3.1	2	8	-5.0	-4
5	CCN(CC)C(=O)CSc1nnc([C@@H](N)C(C)C)o1	-3	-5	32	-2	-2.1	-3	-1	-1.5	x
6	CCOC(=O)N1CCN(c2c(NCCCN(CC)c3cccc(C)c3)c(=O)c2=O)CC1	9	12	36	2	0.4	-1	-5	0.3	14
7	COC(=O)c1cc(NC(=O)CN(c2ccc(OC)cc2)S(=O)(=O)c2ccc(F)cc2)ccc1Cl	0	-15	-17	14	-2.3	x	2	-2.8	0
8	CCOC(=O)N1CCN(C(=O)c2cc3cc(F)ccc3[nH]2)CC1	-1	1	34	4	-3.0	3	4	-2.9	12
9	CC1Oc2ccccc2N(CC(=O)c2cccc(Cl)c2)C1=O (stereo not drawn)	-5	3	-2	11	-4.5	2	3	-1.2	12
10	CC(C)CN1CCN(Cc2cnc(-c3ccc(Cl)cc3)nc2)CC1CCO (stereo not drawn)	8	1	-3	5	-3.1	-1	2	-5.9	-3
11	COC(=O)c1ccccc1NC(=O)NCc1ccc2c(c1)OCO2	5	-4	-7	9	-4.9	6	-2	-2.2	12
12	Cc1nn(Cc2ccc(Cl)cc2)c(C)c1NC(=O)CCCn1nc([N+](=O)[O-])c(Cl)c1C	4	11	-13	0	-1.5	1	5	-6.0	21
13	COCc1cc(CN2CCCC(C(=O)c3cccc(C(F)(F)F)c3)C2)ccc1OC (stereo not drawn)	-1	-9	-2	-3	-0.5	-2	2	-1.8	10
14	O=C(c1cc(-c2ccc(Cl)cc2Cl)on1)N1CCCCCC1	3	-14	35	-19	-4.5	2	2	-2.4	4
15	COC(=O)COc1ccc(NC(=O)C2CCCO2)cc1 (stereo not drawn)	4	-4	20	-4	-2.2	-4	10	-0.8	0
16	O=C(CSCc1ccc(Cl)cc1)N1CCCCC1	-3	-5	20	-5	-1.6	-2	-12	-1.6	2
17	COc1ccc(Br)cc1CNC(=O)Cc1c(C(=O)O)[nH]c2ccc(Cl)cc12	x	-2	32	-3	-2.4	6	2	-1.4	21
18	C/C(=N\NC(=O)c1cccc(N/N=C(\C)c2ccncc2)c1)c1ccncc1	-1	3	4	4	-5.5	6	1	-4.6	16
19	Cc1c(NC(=S)NC(C)(C)C)c(=O)n(-c2ccccc2)n1C	-3	5	21	-11	-2.0	-4	-10	-1.3	-12
20	CCN(CC1CCCN(CCc2cccc(F)c2)C1)C(=O)c1cc2ccccc2o1 (stereo not drawn)	3	2	56	-1	-3.8	-2	10	-2.3	24
21	CN(C[C@H](Cc1ccccc1)N(C[C@H](Cc1ccccc1)N(CC1(c2ccccc2)CC1)N=O)N=O)N=O	6	-14	26	-12	-1.5	5	-1	-0.6	4
22	CC(NC(=O)c1cc2cc([N+](=O)[O-])ccc2oc1=O)C1CCCO1 (stereo not drawn)	4	0	47	-3	-3.4	-5	4	-2.8	7
23	Cc1nc2ccccc2n1CC(=O)c1ccccc1	0	-2	x	-1	-1.3	6	0	-3.0	-3
24	CCN1C(=O)c2cccc3c(S(=O)(=O)Nc4nc(C)cs4)ccc1c23	-1	-12	5	-24	-5.1	-5	-1	3.2	1
25	Cc1cc(NC(=O)CCC(=O)N(CC(=O)NC2CCCC2)c2ccc(C(C)C)cc2)no1	3	-2	40	0	-4.5	1	13	-3.3	4
26	Cc1ccnc(NC(=O)c2cccc(NC(=O)Cc3ccccc3)c2)c1	-2	0	24	-3	-4.9	7	-4	-2.4	2
27	Cc1ccc2[nH]c(C(=O)O)c(-c3ccccc3)c2c1	4	3	20	-10	3.3	1	11	9.9*	-1
28	Oc1cc2ccccc2nc1-c1ccccc1Cl	-5	-10	47	6	-2.4	-1	2	-1.0	2
29	COC(=O)c1ccc(N=C2S/C(=C\c3cc(C)n(-c4cccnc4)c3C)C(=O)N2C)cc1	-2	-1	34	-9	-2.5	1	0	-4.3	1
30	CCNCc1nc2cc(OC)c(OC)cc2c(=O)[nH]1	10	-6	6	-13	-6.4	4	-6	-5.1	14
31	CCc1ccc(C(=O)c2cnc3ccc(OC)cc3c2N2CCN(CC)CC2)cc1	0	0	16	5	1.9	8	-11	0.1	-1
32	CN(C)S(=O)(=O)c1cccc(NC(=O)c2c[nH]c3ccccc23)c1	3	-10	32	0	-2.2	-7	1	-3.2	-14
33	CCC1Sc2ccc(S(=O)(=O)CCC(=O)NCc3cccs3)cc2NC1=O (stereo not drawn)	1	-3	47	-4	-2.5	-3	-1	-2.2	-2
34	COc1cccc(CNC(=O)CCS(=O)(=O)c2ccc3c(c2)NC(=O)CO3)c1	3	11	12	-19	1.4	-3	-7	2.7	-60
35	CCc1[nH]c(=S)c(C#N)c2c1CCCC2	-17	-11	2	3	-5.2	3	12	-4.5	23
36	CCOC(=O)C1CCN(C(=O)CCn2c(=O)c3cccn3c3cccnc32)CC1	3	-7	33	8	-2.7	5	-4	3.8	1
37	O=C(Nc1ccc(N2CCN(C(=O)c3ccco3)CC2)cc1)c1ccccc1F	-2	1	18	-2	-3.5	3	-8	-2.0	11
38	Cc1cccc2sc(N(CCCN(C)C)C(=O)CCS(=O)(=O)c3ccccc3)nc12	6	19	58	0	-2.6	2	3	-4.8	78*
39	CCOC(=O)c1cc2c(ccn2C)n1Cc1ccccc1Cl	-1	-10	45	4	-0.7	-2	3	-1.0	2
40	Cc1nc(-c2cccc(S(=O)(=O)N3CC(C)OC(C)C3)c2)cs1 (stereo not drawn)	1	-5	20	3	-0.3	3	-3	-0.1	-2
41	COCCNC(=O)c1cc2cc(Br)cc(OC)c2oc1=O	0	-19	28	11	-4.2	5	2	-2.9	-13
42	C=CCn1c(SCCN2CCCCC2)nc2c1c(=O)[nH]c(=O)n2C	7	-7	20	-20	-2.7	2	7	4.3	0
43	COc1ccc(CCN2CC(C(=O)NCc3ccccc3)CCC2=O)cc1 (stereo not drawn)	5	-17	26	-12	-0.8	0	-9	-1.1	36
44	CC1CCCN(CCCNS(=O)(=O)c2cc(Br)cc3c2N(C(=O)C2CC2)CC3)C1 (stereo not drawn)	1	12	28	0	-1.4	-4	-2	1.7	26
45	Cc1c(C(=O)Nc2cc(S(=O)(=O)N3CCOCC3)ccc2N2CCN(C)CC2)oc2ccccc12	4	-3	51	-8	-1.2	7	-6	1.3	x
46	O=C1[C@H]2[C@@H](c3ccc(F)cc3)N3C(=O)N(c4cccc(Br)c4)C(=O)[C@@]3(Cc3ccc(Cl)cc3)[C@H]2C(=O)N1C1CCCCC1	-1	-5	-13	-7	-2.0	4	-2	-3.0	17
47	O=S(=O)(c1ccccc1)N1CCN(c2ncccn2)CC1	1	-3	-11	-8	-5.7	0	4	-2.2	5
48	CCN(CC)CCN1C(=O)C(=O)/C(=C(/O)c2ccc(OC)c(OC)c2)C1c1ccccn1 (stereo not drawn)	-5	-8	2	-22	-3.1	-1	-2	-1.1	14
49	CC(Oc1ccc(Cl)cc1Cl)C(=O)Nc1cccc(O)c1 (stereo not drawn)	-5	2	8	24	0.3	-3	-1	1.4	4
50	COc1ccc(NC2CCCN(C(=O)c3ccccc3N3CCOCC3)C2)cc1OC (stereo not drawn)	0	-17	26	2	-4.2	9	5	-1.9	4

# (continued)
item	SMILES	IDE cell activ	GPR7 antag	PHOSPHO1 inh	p-CIP stab down	IMP-1 inhibitor	IDE cell inh	PfM18AAP inh	VIM-2 inh	NALP1 inh
51	CC(C)c1ccc2oc3nc(N)c(C(=O)O)cc3c(=O)c2c1	x	-2	36	-16	-1.9	3	2	-3.5	-9
52	CCc1ccccc1N/N=C(/C)c1c(O)cc(C)oc1=O	0	1	20	-2	0.9	-1	-9	-1.4	4
53	COc1ccc(Cn2cnc3sccc3c2=O)cc1	1	-2	31	-3	-1.9	-1	3	1.6	15
54	CCOC(=O)N1CCC(N(CCN(C)C)C(=S)Nc2cccc(Cl)c2C)CC1	2	-3	-24	-17	-2.8	-5	0	-2.9	21
55	CCCCCOC(=O)CSc1nc2c(c(=O)[nH]c(=O)n2C)n1CCc1ccccc1	1	-4	30	3	-2.5	-4	7	-1.2	7
56	CCC1CN(C(=O)N2CCC(C(=O)NCc3ccccc3OC)CC2)c2ccccc2O1 (stereo not drawn)	0	3	54	-17	-5.9	3	5	-5.3	-8
57	CCOc1ccc2nc(SCc3ccc(CC(=O)O)cc3)c(C#N)cc2c1	1	-8	-6	-11	-3.0	1	5	0.9	8
58	COc1ccc(CCNC(=O)c2c(O)c3cccc4c3n(c2=O)CC4)cc1OC	8	x	-23	9	x	-1	x	x	18
59	COc1cc(OC)nc(NC(=O)CS(=O)(=O)c2ccccc2)n1	4	-17	0	-8	-5.1	5	10	-0.8	28
60	CCc1[nH]nc2c1C1(CCN(C(=O)c3ccccc3)CC1)C(C#N)=C(N)O2	-1	-8	4	-21	-9.2	2	6	11*	20
61	CCCCn1c(=O)[nH]c(=O)c2c1nc(-c1ccccc1OC(F)F)n2C	2	-9	26	13	-2.6	2	1	-2.4	10
62	CC#CCN1c2ccccc2[C@]23C[C@@H](C(=O)OC)N=C2NC(C(=O)OC)=C(C(=O)OC)[C@H]13	-3	x	9	-11	x	-2	x	x	6
63	CCOc1ccc(S(=O)(=O)n2cnc3ccccc32)cc1	-3	-13	44	-4	-4.2	0	2	-1.6	4
64	O=C(NCc1ccccc1)C1C(=O)N(Cc2ccccc2)C(=O)C1C1(O)CCCC1 (stereo not drawn)	5	-5	5	-6	-1.9	0	-5	-0.6	-15
65	Cc1ccc(Nc2c([N+](=O)[O-])ccc3nonc23)c(C)c1	4	-13	33	8	-2.5	0	-4	-3.4	18
66	Fc1ccc(-c2csc3nnc(SCc4cccnc4)n23)cc1	1	11	-4	-5	-2.4	2	-11	-1.9	7
67	COc1ccc(CN2C3CCCC2CC(NC(=O)Nc2ccccc2C)C3)cc1 (stereo not drawn)	1	-5	2	-7	-3.4	0	5	-3.9	-46
68	COc1cc(Br)cc(C=Nc2cccc(C(F)(F)F)c2)c1O	-6	-7	-30	3	0.6	4	3	0.3	52
69	COC(=O)CNC(=O)CN1C(=O)N(c2cccc(Cl)c2)C(N(O)C(=O)Nc2cccc(Cl)c2)C1(C)C (stereo not drawn)	4	14	22	-3	-2.4	-2	2	-0.3	-5
70	Cc1nc2ccc(-c3nc4ccccc4[nH]3)cc2[nH]1	3	5	23	-10	-1.3	0	-7	0.6	-9
71	CCN(CC)c1ccc(/C=N/NC(=O)CNC(=O)c2ccccn2)cc1	0	-16	-12	-6	-4.3	0	21	-5.3	-2
